High-throughput results as filed in PubChem BioAssay.
TLR9-MyD88 block – blocks human TLR9 binding to MyD88; Q9NR96+Q99836; CHO BLA complementation TLR9-MyD88, CCF4 FRET ratio; inhibition, % at 4.98 µM; 340,000 compounds, 0.21% hits; AID 504734;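 active = inhibition above the mean over all tested compounds plus 3 SD, cut at about 21% in these data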;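 also: 0% = DMSO only wells and 100% = clavulanate BLA inhibitor control wells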
COUP-TFII inh – inhibitors of human COUP-TFII (NR2F2); 370,000 compounds, 0.7% hits; HEK293T NGFI-A luciferase reporter, luminescence; P24468; inhibition, % at 8.6 µM;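 active = inhibition above a per-plate cutoff, mean inhibition of test wells between control levels plus 3 SD, cut at about 38% in these data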;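 also: cells cotransfected with COUP-TFII expression vector driving the NGFI-A reporter; 0% = median of COUP-TF2 test wells and 100% = reporter-only cells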
ABHD5-PLIN5 inh – ABHD5-PLIN5 protein interaction inhibition; Q00G26+Q8WTS1; Split G. princeps luciferase complementation, luminescence, 4 h; inhibition, % at 4 µM; 360,000 compounds, 0.78% hits;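 active = inhibition above the mean inhibition across every tested compound plus 3 SD, cut at about 22% in these data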;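 also: 0% = DMSO only wells and the 100% control is not disclosed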
NCOA2 inhibitor – human SRC2 (NCOA2) inhibition. inhibition, % at 9 µM. HEK293 GAL4-SRC2 luciferase reporter, luminescence. Q15596. 370,000 compounds, 0.17% hits;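 active = inhibition above the mean inhibition of all tested compounds plus 3 SD, set per campaign, cut at about 52% in these data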;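 also: 0% = DMSO treated cells and 100% = cells given Gossypol at 36 µM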
Exocytosis inh – blocks lytic granule exocytosis. TALL-104 LAMP-1 surface exposure, flow cytometry; cells stimulated with thapsigargin and PMA. inhibition, % at 10 µM. 360,000 compounds, 0.66% hits;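 active = inhibition above about 55%, limit read from the data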
SRC1 inh – inhibits human SRC1 coactivator | Q15788 | inhibition, % at 3.6 µM | AID 588354 | HEK293 GAL4-SRC1 luciferase reporter, luminescence | 360,000 compounds, 0.12% hits;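 active = inhibition above the campaign mean plus 3 SD, with each screening campaign given its own cutoff, cut at about 60% in these data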;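 also: 0% = DMSO treated cells and 100% = gossypol at 36 µM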
Target sequence (Q15788 whole entry, looked up, the tested form may be a part): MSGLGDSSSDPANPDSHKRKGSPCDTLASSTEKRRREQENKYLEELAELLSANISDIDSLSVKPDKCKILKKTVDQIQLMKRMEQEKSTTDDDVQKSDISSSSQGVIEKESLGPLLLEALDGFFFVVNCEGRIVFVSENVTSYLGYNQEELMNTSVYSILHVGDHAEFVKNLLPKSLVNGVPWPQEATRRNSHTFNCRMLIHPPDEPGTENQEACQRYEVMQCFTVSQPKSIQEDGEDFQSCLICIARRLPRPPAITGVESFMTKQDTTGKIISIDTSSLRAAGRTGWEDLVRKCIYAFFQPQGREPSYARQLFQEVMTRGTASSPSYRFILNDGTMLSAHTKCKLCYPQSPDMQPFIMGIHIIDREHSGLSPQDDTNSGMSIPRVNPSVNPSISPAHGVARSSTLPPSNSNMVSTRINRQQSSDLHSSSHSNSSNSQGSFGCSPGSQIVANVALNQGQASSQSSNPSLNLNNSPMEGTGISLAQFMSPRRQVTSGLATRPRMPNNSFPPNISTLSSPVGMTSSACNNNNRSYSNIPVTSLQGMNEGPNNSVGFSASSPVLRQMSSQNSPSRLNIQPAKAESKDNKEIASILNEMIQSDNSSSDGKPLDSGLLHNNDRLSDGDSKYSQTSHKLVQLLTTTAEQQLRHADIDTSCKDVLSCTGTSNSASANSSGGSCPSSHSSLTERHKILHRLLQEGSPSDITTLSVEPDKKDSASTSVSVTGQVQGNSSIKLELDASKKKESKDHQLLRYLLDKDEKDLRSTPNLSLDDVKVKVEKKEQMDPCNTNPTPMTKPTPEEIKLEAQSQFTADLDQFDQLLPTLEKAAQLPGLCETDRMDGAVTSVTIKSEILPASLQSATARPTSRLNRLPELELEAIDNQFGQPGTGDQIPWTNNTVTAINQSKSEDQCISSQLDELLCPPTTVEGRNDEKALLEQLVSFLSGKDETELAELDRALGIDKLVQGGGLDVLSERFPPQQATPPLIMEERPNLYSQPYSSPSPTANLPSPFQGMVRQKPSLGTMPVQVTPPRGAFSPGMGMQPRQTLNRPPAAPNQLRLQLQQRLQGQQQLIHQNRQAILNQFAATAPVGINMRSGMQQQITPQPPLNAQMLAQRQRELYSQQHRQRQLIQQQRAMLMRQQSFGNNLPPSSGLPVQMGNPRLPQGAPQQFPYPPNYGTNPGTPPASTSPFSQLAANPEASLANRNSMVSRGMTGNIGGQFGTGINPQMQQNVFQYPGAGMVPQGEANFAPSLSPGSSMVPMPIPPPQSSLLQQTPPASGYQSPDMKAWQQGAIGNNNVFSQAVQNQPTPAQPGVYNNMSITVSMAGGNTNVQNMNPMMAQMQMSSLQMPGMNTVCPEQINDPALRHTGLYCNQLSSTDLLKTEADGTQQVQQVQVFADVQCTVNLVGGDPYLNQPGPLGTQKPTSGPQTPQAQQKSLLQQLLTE
SRC3 inh – human NCOA3 inhibition; Q9Y6Q9; HEK293 GAL4-SRC3 luciferase reporter, luminescence; inhibition, % at 3.6 µM; 360,000 compounds, 0.17% hits; AID 588352;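 active = inhibition above a per-campaign cutoff, the mean of all compounds plus 3 SD, cut at about 60% in these data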;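 also: 0% = DMSO-treated cells and 100% = gossypol-treated cells at 36 µM; higher means less SRC3-driven luciferase light from the GAL4 reporter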
TROY NFkB inh – inhibitors of TROY-dependent NF-kB signaling; Q293 LMP1-TROYcd NF-kB luciferase reporter, 4 h; inhibition, % at 10 µM; 360,000 compounds, 0.98% hits; AID 1347056;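 active = compounds whose plate-normalised and pattern-corrected inhibition of the luciferase reporter signal at the single screening dose is 50% or more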
TWEAK Fn14 block – inhibitors of TWEAK-Fn14 interaction signaling. inhibition, % at 10 µM. TWEAK-stimulated Fn14 reporter cells, luciferase luminescence, 8 h. 360,000 compounds, 2% hits; in the data active = inhibition above about 50%
LRH-1 inv ag – suppresses constitutive activity of human LRH-1; O00482; HEK293T StAR-luciferase reporter, LRH-1 transfected, 24 h; inhibition, % at 3.6 µM; 360,000 compounds, 0.13% hits; AID 602396;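 active = inhibition above the mean inhibition of all tested compounds plus 3 SD, cut at about 73% in these data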;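 also: 0% = DMSO wells and 100% = reporter-only cells lacking LRH-1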
NOD2-RIPK2 inh – blocks binding of human NOD2 to RIPK2; O43353; CHO BLA complementation NOD2-RIPK2, CCF4 ratio; inhibition, % at 4.98 µM; 360,000 compounds, 0.38% hits; AID 624267; in the data active = inhibition above about 21%;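 also: 0% = vehicle only and 100% = reference blocker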
Starred values were filed as active, the others as inactive; / = not tested or not shown. Some of the compounds tested; rates above refer to the full screens.

mol,Exocytosis inh,LRH-1 inv ag,COUP-TFII inh,NOD2-RIPK2 inh,ABHD5-PLIN5 inh,SRC1 inh,TWEAK Fn14 block,TLR9-MyD88 block,SRC3 inh,TROY NFkB inh,NCOA2 inhibitor
O=C1N[C@@H](Cc2c[nH]c3ccccc23)C(=O)N[C@H]1Cc1ccccc1,-3,24,-9,-7,2,-6,-8,-3,-1,-6,13
COc1ccc(C(=O)NCc2c(C)oc(C)c2C(=O)O)cc1,1,-9,-4,-7,7,9,12,-19,11,-5,-16
CCOc1ccc(C(C(=O)NC2CCCC2)N(CCOC)C(=O)CNC(=O)c2ccco2)cc1 (stereo not given),0,10,16,3,6,-8,17,-2,-16,14,-23
Cc1sc2ncnc(SCC(=O)Nc3ncccc3O)c2c1C,-14,3,20,-7,0,-12,-2,1,9,-1,2
COc1cc(C2C(C#N)=C(N)OC3=C2C(=O)CC(C)(C)C3)ccc1OCCN1CCOCC1 (stereo not given),-3,3,-19,0,1,-68,18,3,6,17,-36
Cc1ccc(NC(=O)C2(C)CCN2Cc2ccc(OC(C)C)cc2)cc1 (stereo not given),-6,9,0,2,-3,7,9,/,1,15,-14
Cc1cc(=O)n(C)c(=O)n1CCCNc1ccccc1,-3,1,4,-4,6,-6,-17,13,-8,0,7
O=C(Nc1ccccc1Cl)c1ccc2nccnc2c1,2,-85,-24,-10,0,-30,5,-5,-68,-43,-17
COc1cccc(/C=C2\N=C(SC)SC2=O)c1OC,-4,19,11,-5,-3,-30,3,-3,17,9,-20
CCN1CCN(c2ccc(S(=O)(=O)N3CCCCC3)cc2NC(=O)c2cccc(OC(F)F)c2)CC1,6,-9,3,2,-5,-22,-5,-1,6,-4,26
CN1C(=O)c2cccc(NC(=O)CCc3ccccc3)c2C1=O,-3,-8,8,1,9,-21,-1,9,-4,-24,10
COc1ccccc1N1CCN(C(=O)c2cc(-c3ccccc3O)on2)CC1,15,4,2,-1,-4,-8,11,3,-18,-2,7
CCc1ccc(CN(C)Cc2nc(Cc3ccccc3)no2)nc1,3,14,-4,0,7,15,-8,8,9,15,-4
CCN(c1ccccc1)S(=O)(=O)c1ccc(Oc2ccccc2)c(N)c1,0,-8,8,-3,7,-8,0,-7,-22,-14,15
CCCN(C(=O)c1cccc(S(=O)(=O)N2CCCc3ccccc32)c1)C1CCS(=O)(=O)C1 (stereo not given),0,-3,8,-5,-7,3,7,8,7,6,0
O=C(NCc1ccccn1)c1ccc(OC2CCN(Cc3ccc(CO)o3)CC2)cc1,5,12,-18,-5,1,-1,6,-9,4,-10,-1
CC1(C(=O)Nc2ccc3c(c2)OCCO3)CCC(=O)N1C1CCN(Cc2ccccc2)CC1 (stereo not given),2,0,8,-1,0,4,-3,/,-8,16,4
CCn1nnnc1SCC(=O)NC1CCCC1,-2,10,-8,-11,4,-2,-5,0,1,-4,-29
CN(CCC#N)C(=S)Nc1ccc(S(=O)(=O)N2CCOCC2)cc1,0,1,11,3,-4,7,9,-1,15,1,-7
O=C(Nc1nc2ccc(Cl)cc2s1)c1ccco1,4,-89,-31,-8,6,-104,58*,0,-72,7,-27
Cc1ccc(NC(=O)C2CC(=O)n3c(nc4ccccc43)N2)cc1 (stereo not given),-6,4,3,-6,4,1,-9,0,-22,-21,-20
Brc1ccc2c(c1)OCCOCCOCCOCCOCCOCCO2,0,27,-19,-13,8,10,3,-9,11,-1,-1
O=C(C/C=N/OCc1ccc(Cl)cc1)c1cnc(-c2ccccc2)s1,0,-17,3,5,-6,-15,10,3,-3,38,-21
O=C(/C=C/c1c[nH]c2ccccc12)c1cccc2ccccc12,16,11,0,20,10,-18,37,36*,-13,-2,-10
CCOC(=O)c1c(C2CC2)csc1NC(=O)COC(=O)CCS(=O)(=O)c1ccc(C)cc1,0,-9,-13,-4,-1,-8,-11,-9,11,18,-6
O=C(COC(=O)CNS(=O)(=O)c1cccc(Br)c1)NC(=O)Nc1ccc2c(c1)OCCO2,-6,-17,-19,3,5,-24,32,-24,-23,-3,24
O=C(CN1C(=O)c2ccccc2C1=O)NC1CCCCCC1,-6,7,4,-10,-8,3,-9,2,-1,-6,-7
O=C(N/N=C/c1ccc2c(c1)OCO2)c1ccc(Br)o1,15,-137,-63,-3,-7,-127,19,-9,-68,-40,-67
COCc1cc(C)nc(OCC(=O)N/N=C/c2ccc(C)cc2)c1C#N,-10,4,-6,2,0,2,14,2,13,14,-12
O=C(NC1CCCC1)C1CC(O)CN1C(=O)Nc1ccccc1 (stereo not given),-6,-6,8,-8,-8,3,12,0,-10,1,-23
CSc1nc2c(c(=O)[nH]1)C(c1cccc(Cl)c1Cl)CC(=O)N2 (stereo not given),0,-8,5,6,-4,-70,-3,/,-6,-3,-1
CCN(CC)c1ccc(N2C(=O)/C(=C/c3cccs3)SC2=S)cc1,0,4,10,2,2,-34,23,3,-2,3,-15
N=c1c(S(=O)(=O)c2ccc(Br)cc2)cc2c(=O)n3ccccc3nc2n1CCN1CCOCC1,-2,-28,-2,-5,8,-2,-18,-10,-21,-11,14
Cc1c(/C=N/N2C(=O)C3C4C=CC(C4)C3C2=O)c2ccccc2n1C (stereo not given),0,6,-1,-4,-1,15,-5,-11,16,6,-9
CC(=O)C1=C(O)C(=O)N(CCc2c[nH]c3ccccc23)C1c1ccc(C)cc1 (stereo not given),-1,2,1,-1,-8,-1,-5,-1,25,-15,8
Cc1cccc(NC(=O)c2ncn3c2C(=O)N[C@H](C)C3)c1,10,8,0,2,0,14,1,/,16,20,15
O=C(NC1CCCCC1)N(CCN1CCCC1)Cc1cc2cc3c(cc2[nH]c1=O)OCCO3,-2,0,/,-3,-3,10,-19,4,18,32,/
COCCNC(=O)c1cc(-c2cccs2)on1,0,10,12,-1,2,-183,-55,0,-85,-81,-99
COc1cc(CN2CCC(C(=O)NC3CCCC3)CC2)cc(OC)c1O,-1,18,3,-3,1,1,4,-1,7,-1,8
Cc1cc(=O)n2nc(N3CCCC(C(=O)NCCc4ccc(Cl)cc4)C3)sc2n1 (stereo not given),-2,14,11,-4,4,-6,-9,7,20,-5,8
Cc1ccc(NC(=O)CSc2sc3c(O)cc(=O)[nH]c3c2C#N)cc1C,-2,7,-16,2,2,-3,-4,-3,3,2,0
Cc1ccc(C)c(OCC(=O)OCc2csc(CC(=O)Nc3ccccc3C)n2)c1,5,-14,-19,7,3,-17,-8,-9,-4,5,-3
O=C(c1cc2cc(Br)ccc2oc1=O)N1CCCC1,1,-10,-8,-5,4,0,-14,-2,0,-12,-15
CCCCN(CC)CCCNC(=O)c1cc2cc3ccc(C)cc3nc2o1,47,-7,4,-1,6,8,-19,3,-34,-18,4
O=C(O)CCCN1C(=O)C2C3c4ccccc4C(c4ccccc43)[C@@H]2C1=O (stereo not given in full),-3,-3,-6,-10,-6,12,21,14,4,-16,-8
CCCN1/C(=C(\C#N)C2=NS(=O)(=O)c3ccccc32)N(C)c2ccccc21,-5,-20,5,-3,4,-4,18,0,-28,0,1
CCOc1ccc(NC(=S)NCc2ccco2)cc1,4,-25,-2,3,0,-8,-3,-2,-9,-30,-7
Cc1noc(/C=C/c2cccnc2)c1[N+](=O)[O-],-11,13,-6,2,37*,4,28,2,28,18,28
OC(CNCCC1C=Nc2ccccc21)Cn1c2ccc(Cl)cc2c2cc(Cl)ccc21 (stereo not given),71*,7,6,11,20,0,74*,-3,-5,49,-14
COc1ccc(/C=N/NC(=O)c2ccc[nH]2)cc1,-13,-119,-63,-2,-5,-92,30,5,-112,-46,-56
COc1ccc(/C(C)=N/N=C(N)N)c(OC)c1,-2,-5,8,-5,3,6,13,-1,13,0,0
CN(CC1CCOCC1)C(=O)CC1C(=O)NCCN1Cc1cccc(Oc2ccccc2)c1 (stereo not given),4,-12,1,-15,12,-1,7,-6,17,-7,-9
Cc1cc(C(=O)COC(=O)c2ccc[nH]c2=O)c(C)n1-c1ccc(Br)cc1,-1,-72,-5,-5,5,-29,0,1,-9,4,10
CS(=O)(=O)N(CC(=O)Nc1ccc(S(=O)(=O)N2CCCC2)cc1)c1ccccc1,0,-9,-9,-15,7,-4,1,1,5,-16,7
CCOc1ccc(N2CC(C(=O)Nc3ccccc3N3CCOCC3)CC2=O)cc1 (stereo not given),2,10,-9,-11,3,-5,-11,-4,-11,-21,23
CC(C)[C@H](NS(=O)(=O)c1ccccc1)C(=O)OCC(=O)Nc1cccc(S(N)(=O)=O)c1,-3,-10,-3,4,1,-25,7,-12,8,-1,-14

Following part
mol,Exocytosis inh,LRH-1 inv ag,COUP-TFII inh,NOD2-RIPK2 inh,ABHD5-PLIN5 inh,SRC1 inh,TWEAK Fn14 block,TLR9-MyD88 block,SRC3 inh,TROY NFkB inh,NCOA2 inhibitor
Cc1ccsc1C(=O)N(CC(C)C)c1c(N)n(Cc2ccccc2)c(=O)[nH]c1=O,-1,-16,1,-9,10,-42,1,6,3,5,-5
Clc1ccccc1OCc1nnc(-c2ccccc2)o1,-3,-111,-43,-7,-9,-88,-7,-9,-73,-58,-36
CCOC(=O)C(C(=O)Nc1cccc(C)c1)C1CCCCC1 (stereo not given),3,-15,18,-1,-10,11,-10,-1,4,-30,-22
COC(=O)C1=C(C)N(c2cccc(C(C)=O)c2)C(=O)C1,0,10,-2,-6,1,-9,5,2,11,-4,-1
CCC(=O)N1CCC1(C)C(=O)Nc1ccc2scnc2c1 (stereo not given),-8,16,-5,-1,1,-26,-28,/,-6,-37,-61
CCC1(C)CC2(CCCN(CCC(O)(c3ccccc3)c3ccccc3)C2)CCO1 (stereo not given),58*,36,4,-1,-8,19,4,0,13,-7,17
NCC(c1ccccc1)c1c[nH]c2ccccc12 (stereo not given),1,-18,6,7,8,6,14,0,-8,-21,-18
CS(=O)(=O)c1cccc(NC(=O)c2ccc(Cl)c(Cl)c2)c1,-1,-1,-14,7,3,-11,-19,9,-17,-33,-22
COc1ccc(C(=O)Nc2c(C)cc(C)cc2C)cc1OC,8,-1,-1,0,2,0,-2,-10,1,-2,5
COCCNC(=O)/C(C#N)=C/c1cccc(OCc2ccccc2)c1,26,-30,-3,4,6,2,-27,-14,1,-30,-27
COc1ccc2c(c1)c1ncn(CC3CCCO3)c(=O)c1n2C (stereo not given),-10,-1,-7,-6,-10,0,0,-4,9,19,-5
CCCCC(=O)N(C)c1c(CC)nc2c(OCC(=O)C(C)(C)C)cccn12,-5,-6,1,1,-4,-15,-7,/,7,1,-5
COC(=O)[C@]1(C)N[C@H](CN(C)S(=O)(=O)c2ccc(OC(F)(F)F)cc2)[C@@H]2C(=O)N(C)C(=O)[C@@H]21,15,-5,-6,-1,-2,4,-13,2,-7,-26,-4
